Growth percent in the NCI-60 one-dose screen (48 h, 10 µM unless noted): 100 = growth as untreated, 0 = no growth, -100 = all killed.
HL-60(TB): HL-60(TB) leukemia cells | 78,000 compounds, 9% hits | AID 1794776; active = growth percent below 10
An asterisk follows results filed as active; & = joins results of further samples. These rows are one share of the data. The share of hits here may be higher or lower than overall.

SMILES	HL-60(TB)
CC1=NCCN1CCNC(=O)c1ccc(C(=O)NCCN2CCN=C2C)cc1	129
Nc1ncnc2c1ncn2[C@]1(CF)O[C@H](CO)C1CO (stereo partly specified)	108
O=c1[nH]c2c3ccncc3cc(-c3cccc(Cl)c3)c2c2cnccc12	18
N#Cc1c(-c2cccs2)cc(-c2cnccn2)nc1SCC(=O)c1ccc(F)cc1	131
COc1ccc(N=Nc2c(N)nn3c(-c4ccc(C)cc4)c(-c4nc5ccccc5s4)c(N)nc23)cc1	110&106
CC1[C@H]2[C@H](C[C@H]3[C@@H]4CC=C5c6sc(Nc7cc(Cl)ccn7)nc6CC[C@]5(C)[C@H]4CC[C@@]32C)O[C@]12CC[C@@H](C)CO2 (stereo partly specified)	35
Cc1nn(-c2ccccc2)cc1/C=C1\SC(=S)N(CC(=O)O)C1=O	90
CC1CN(CCCO)CCN1 (stereo unspecified)	128
COc1ccccc1-n1cc(C#N)c(N)c1C(C)=O	99
O=C1c2cccc3c(NCCO)ccc(c23)C(=O)N1c1cccc(-c2nn(-c3ccccc3)cc2-c2nc3ccccc3s2)c1	105
C=CCC(O)CCCCC (stereo unspecified)	91
N#C/C(=C\c1ccc(O)cc1)c1nc2ccccc2s1	71
O=C(O)c1sc(C(=O)O)c(-c2ccccc2)c1-c1ccccc1	121&110
Cc1ccc(C(C)C)cc1NC(=O)Nc1ccccc1Cl	96
COc1ccc(NC(=O)CCn2cnc3c(cc(-c4ccccc4)n3-c3ccncc3)c2=O)cc1	103
CCOC(=O)c1nc2cc(C#N)ccn2c1C(=O)c1cccs1	100
CC(=O)OC1C(OC(C)=O)C2C(C)CC3OC(=O)C(C)C3CC2(C)C1OC(C)=O (stereo unspecified)	107
CCOC(=O)c1c(Nc2ccccc2)nn2c(-c3ccc(Br)cc3)ccnc12	91
Oc1ccc2cc(Br)ccc2c1	122
O=C(CCN1CCOCC1)c1ccccc1	101&103
O=c1ccn(CCC(CO)CO)c(=O)[nH]1	68
CCCCCCC(C(=O)O)C(=O)O	108
CCC(CC)COC(=O)c1nn(C(C)=O)c2cc(F)c(F)cc12	101
O=C(CNc1nnc(-c2ccc(O)cc2)o1)N1c2ccccc2Sc2ccccc21	89
CSc1nc(COC(=O)NC(C)C)c(COC(=O)NC(C)C)n1-c1ccccc1	103

Continued:
SMILES	HL-60(TB)
O=C1c2c(c(=O)[nH]c3ccccc23)C2CCCN1C2 (stereo unspecified)	116
COc1ccc(Cc2cc(-c3ccc(Cl)c(Cl)c3)n[nH]c2=O)cc1	100
O=C(O)CCCC(=O)O	99
CCCC(C)(O)C#CC(C)(O)CCC (stereo unspecified)	91
COc1cccc(/C=C2\SC(=Nc3ccc(NC(C)=O)cc3)NC2=O)c1	100
CCOC(=O)c1ccc2c3c(ccc(C(=O)OCC)c13)C=C2	85
COc1ccc(Nc2c(Nc3ccc(OC)cc3)c(=O)c2=O)cc1	104
COc1ccc(C2Nc3nc(OC)n(C)c(=O)c3N=C3c4ccccc4C(=O)C32)cc1 (stereo unspecified)	67
O=C(N/N=C/c1ccc2c(c1)OCO2)c1ccncc1	225&115
COc1cc(C(=O)O)ccc1O	98
COc1cccc(/C=C2\COc3ccc(O)c(O)c3C2=O)c1OC	-24*
CC(=O)NCCCC[C@@H](NC(=O)OC(C)(C)C)C(=O)Nc1ccc(Cn2cc(F)c(=O)[nH]c2=O)cc1	105
CN1CCc2c(sc3nc4n(-c5ccc(Cl)cc5)cnn4c(=O)c23)C1	105
CN(C)c1ccc2oc(=O)c3ccccc3c2c1	143
Cc1ccc(NC(=O)/C=C/c2ccccc2)c(C(N)=O)c1	-25*
BrCc1ccc(Br)cc1	105
S=c1n(CN2CCCC2)nc(-c2ccccc2Cl)n1Cc1ccccc1	111
Nc1[nH]nc2[nH]c(=S)nc(-c3ccc(Cl)cc3Cl)c12	58
O=S(=O)(Nc1cc(Cl)cc(Cl)c1)c1ccc(-c2cnc(C3CC3)o2)cc1	8.3*
Cc1cc(N(CCCNc2ccnc3cc(Cl)ccc23)Cc2ccco2)nc(Cl)n1	18
Oc1ccccc1C=Nc1ccccc1N=Cc1ccccc1O	53
Cc1c(Cl)cccc1NS(=O)(=O)c1ccccc1	113
CC(=O)OCC(OC(C)=O)C(OC(C)=O)C(OC(C)=O)C(OC(C)=O)C(/C=N/Nc1ccccc1)=N/Nc1ccccc1 (stereo unspecified)	59
O=C1Nc2ccc(Cl)cc2/C1=N/N=C/c1c[nH]c2ccccc12	96
Cc1cnc(SCc2ccc(Cl)cc2)nc1Nc1ccc(Cl)cc1Cl	77

Compounds from the list above with a thiophene ring, fused or not, in the order listed:
SMILES	HL-60(TB)
N#Cc1c(-c2cccs2)cc(-c2cnccn2)nc1SCC(=O)c1ccc(F)cc1	131
O=C(O)c1sc(C(=O)O)c(-c2ccccc2)c1-c1ccccc1	121&110
CCOC(=O)c1nc2cc(C#N)ccn2c1C(=O)c1cccs1	100
CN1CCc2c(sc3nc4n(-c5ccc(Cl)cc5)cnn4c(=O)c23)C1	105

(further entries)
SMILES	HL-60(TB)
C=COC(=O)CCCCCCC/C=C\CCCCCCCC	107
CC(C)CC1NC(=O)C(CC(C)C)N(CO)C1=O (stereo unspecified)	106
O=[N+]([O-])c1ccc(/C=C/C=C/c2ccc(Cl)cc2Cl)cc1	91
CCOC(=O)Nc1cc(=O)c([N+](=O)[O-])c(N)[nH]1	102
CCN(CC)c1ccc(/C=N/NC(=O)c2ccc(NS(C)(=O)=O)cc2)c(O)c1	0.8*
C=CC[n+]1cccc2c3ccccc3ccc21	57
c1n[nH]cc1-c1nc2ccc3[nH]ncc3c2c2c1CC1(CCOCC1)CC2	26
O=C1c2ccccc2C23C(=C(c4cncnc4)c4ccccc42)CCCN13 (stereo unspecified)	112
CCCCn1c(=O)[nH]c(N)c(C(c2ccc(Cl)cc2)c2c(N)[nH]c(=O)n(CCCC)c2=O)c1=O	13
COc1ccc(/C(=C\c2cc(OC)c(OC)c(OC)c2)C(=O)Nc2nc3ccc(OC)cc3s2)cc1	95
CC(=O)OCC1CC2CC(O)C1C2 (stereo unspecified)	113
CC1=C(C)CC(C(=O)c2ccc(Cl)cc2)C(C(=O)c2ccc(Cl)cc2)C1 (stereo unspecified)	93
CC(=O)OC1CCC2(C)C3=CCC4(C)C(C(C)=O)=CCC4C3CCC2C1 (stereo unspecified)	91
O=C(Nc1cccc(C(F)(F)F)c1)Nc1ccc2oc(=O)ccc2c1	51
CC(=O)NC1=C(C#N)C(c2ccccc2)c2ccc3ccccc3c2O1 (stereo unspecified)	70
CC(=O)/C=C/c1ccc(O)cc1	92
C=C1C(=O)O[C@@H]2C[C@@H](C)/C=C\C(=O)[C@](C)(OC(C)=O)C[C@H](OC(=O)/C(C)=C\C)[C@@H]12	-3.8*
CCC1CCc2nc3sc(C(=O)Nc4ccccc4F)c(N)c3cc2C1 (stereo unspecified)	21
Clc1cnc(NCCc2ccncc2)nc1-n1cnc2ccccc21	106
CC(C)(C)NC(=S)Nc1ncccc1OCc1cccc(F)c1	94
C[C@@]1(F)[C@H](O)[C@@H](CO)O[C@H]1n1ncc(=O)[nH]c1=O	96
COc1cc(/C=C/C(=O)Nc2ccc(C=C3c4ccccc4C(=O)c4ccccc43)cc2)cc(OC)c1OC	66
COc1cccc(NC(=O)N/C(N)=N/c2nc(-c3cccc([N+](=O)[O-])c3)cs2)c1	104
OC(CCN1CCCCC1)c1ccc2ccccc2c1 (stereo unspecified)	106
COc1ccc(C(=O)Nc2nn(-c3ccccc3)nc2-c2ccccc2)cc1	95

(further entries)
SMILES	HL-60(TB)
O=C(O)c1ccccc1Cc1ccc2c(c1)CCCC2	130
COc1ccc2c(ccc3c(C(C)=O)cc(C(=O)c4ccc(Br)cc4)n32)c1	100
O=C(CSc1nc2c(c(=O)[nH]1)CCCC2)NNC(=O)c1ccc([N+](=O)[O-])cc1	98
COc1ccc(/C=C/c2nn3c(-c4ccco4)nnc3s2)cc1	93
CCc1ccc2nc(NC(=O)Cc3ccc(NC(C)=O)cc3)sc2c1	109
Fc1ccc(-c2cn3c(-c4c[nH]c5ccccc45)csc3n2)cc1	92
Cn1cc(-c2csc(-c3cn(CCCCN4CCOCC4)c4ccc(F)cc34)n2)c2cccnc21	76
O=[N+]([O-])c1cccc(C2c3sc4ccc(Cl)cc4c3Nc3nnnn32)c1 (stereo unspecified)	111
O=C1CCCCC1CN1CCCCC1 (stereo unspecified)	93
CCOC(=O)Nc1ccc2c(c1)/C(=N/O)c1ccccc1-2	69
O=C(NO)c1ccc(Nc2c(C3CCCCC3)nc3ccccn23)cc1	92
Cc1ccc(NC(=O)Cn2nncc2CN2C(=O)CSC2=O)cc1C	95
CC(=O)O/C(=C(\OC(C)=O)c1ccccc1)c1ccccc1	97
c1ccc(Cc2nc3ccccc3s2)cc1	91
CCCCCCCCCCCCN(CCO)C(=O)CCl	96
CC[C@H]1CCC/C=C/[C@@H]2C[C@H](O)C[C@H]2[C@H](O)/C=C/C(=O)O1	-0.4*
CN1c2ccccc2S(=O)(=O)n2c(SCC(=O)Nc3nc4ccc(F)cc4s3)nnc21	105
CCn1c2c(c3ccccc31)CC1CN(C3CCCCC3)C(=O)C1C2C(=O)O (stereo unspecified)	101
CCC[C@@H]1O[C@](O)(CCN)[C@H](O)N(CCCN)C1=O	106
Cc1ncc(CO)n1Cc1ccc(Cl)cc1	96
O=C(/C=C/c1ccco1)c1ccco1	84
Cc1ncc(C[n+]2csc(CCOC(=O)C(Cl)Cl)c2C)c(N)n1	113
O=C1/C(=C/c2ccccc2[N+](=O)[O-])COc2ccc(O)c(O)c21	-29*
CN1C(=O)C(=Cc2cn(C(=O)c3ccccc3)c3ccccc23)C(=O)N(C)C1=O	96
CN(C)c1ccc(P(=O)(O)c2ccc(N(C)C)cc2)cc1	94

Arranged by SMILES length (rising): 7 of the compounds above
SMILES	HL-60(TB)
C=CC[n+]1cccc2c3ccccc3ccc21	57
O=c1ccn(CCC(CO)CO)c(=O)[nH]1	68
Cc1ccc(NC(=O)Cn2nncc2CN2C(=O)CSC2=O)cc1C	95
S=c1n(CN2CCCC2)nc(-c2ccccc2Cl)n1Cc1ccccc1	111
CCOC(=O)c1c(Nc2ccccc2)nn2c(-c3ccc(Br)cc3)ccnc12	91
CCN(CC)c1ccc(/C=N/NC(=O)c2ccc(NS(C)(=O)=O)cc2)c(O)c1	0.8*
COc1cc(/C=C/C(=O)Nc2ccc(C=C3c4ccccc4C(=O)c4ccccc43)cc2)cc(OC)c1OC	66

The listing continues:
SMILES	HL-60(TB)
O=C(Nc1ccc(Nc2ncnc3sc4c(c23)CCCC4)cc1)Nc1c(Cl)cccc1Cl	98
Cc1cc(OCCN2CC2)c2ccccc2n1	89
COc1cccc(/C=C/c2nc3ccccc3c(=O)n2CC(=O)Nc2ccccc2)c1	98
CCN1c2ccccc2SC1CC1=C(O)C(CC2Sc3ccccc3N2CC)=C1O (stereo unspecified)	102
COc1ccc(OC)c(/C=N/NC(=O)Cn2c(C(C)C)nc3ccccc32)c1	94
CCOC(=O)c1[nH]c(=O)c2c(=O)[nH]c(-c3ccccc3)cc2c1O	90
Cc1ccc(C(C)C)cc1OCCOCCCl	101
O=C(/C=C/c1ccccc1)c1ccc(Nc2nc(NCCO)nc(Nc3ccc(Cl)cc3)n2)cc1	101
CC12CCC(C1)C(C)(C)/C2=N\N=C(N)N (stereo unspecified)	107
Oc1ccccc1-c1nc2ccccc2s1	96&96
Cc1[nH]c(C(=O)Nc2ccc(C(=O)NCC(=O)O)cc2OC2CCNCC2)c(Cl)c1Cl	96
CCCCCc1cc[n+](CC(O)c2ccccc2)cc1 (stereo unspecified)	77
OC(Nc1ccccn1)(C(F)(F)F)C(F)(F)F	99
NNc1cc(Cl)ccc1Cl	91
C/C(=N\C(N)=O)c1nc2ccccc2n1CCBr	121
COc1ccc(-n2cc3c(c2)-c2oncc2CC3)cc1	102
CSc1nc2c(c(=O)n1C)C1(C(=O)Nc3ccccc31)c1c(nc(SC)n(C)c1=O)N2	98
CC(=O)N1N=C(c2cccc(OCCCCOc3cccc(C4=NN(C(C)=O)C(c5ccc(C)cc5)C4)c3)c2)CC1c1ccc(C)cc1 (stereo unspecified)	48
Cc1cc2c(cc1[N+](=O)[O-])NC(CNC(C)C)CC2 (stereo unspecified)	91
COc1ccc(Cc2nnc3sc(-c4ccc(OC)cc4)nn23)cc1	95
C#CCNC(=O)[C@]1(C)CCC[C@]2(C)[C@H]3C[C@H]4C(C(C)C)=C[C@]3(CC[C@H]21)[C@@H]1C(=O)CCC(=O)[C@@H]14	105
O=CC1(c2ccccc2)CCN(Cc2ccccc2)CC1	98
COC(=O)CNC(=O)COc1c(OC)c(OC)cc2oc(-c3cccc(C(=O)Nc4ccc(Cl)cc4)c3)cc(=O)c12	101
O=C(NC1CCCCC1)N(Cc1nnc2n1CCCCC2)c1ccc(F)cc1	103
C#Cc1ccccc1N1C(=O)C=CC1=O	96
CC1(C)CC[C@]23CC[C@]4(C)[C@H](CC[C@@H]5[C@@]6(C)CC(CC/C(N)=N/O)(CC/C(N)=N/O)C(=O)C(C)(C)[C@@H]6CC[C@]54C)[C@H]2[C@H]1OC3=O	110
COc1ccc(/C=C/c2ccc3ccccc3[n+]2C)cc1	70
Cc1cc2nc3c4cc(Cl)ccc4n(CC(=O)NCCN(C)C)c3nc2cc1C	56
O=c1[nH]nc(-c2ccc([N+](=O)[O-])o2)c(=O)[nH]1	96

Bioassay records as filed in PubChem BioAssay.
